Bioassay records deposited in PubChem by Sanford-Burnham Center for Chemical Genomics.
H9c2 TAG inh: triacylglycerol accumulation inhibition | actives 0.66% (n = 230,000) | H9c2 cells, Nile Red lipid (TAG) fluorescence; cells loaded with 200 µM oleic acid | inhibition, % at 12.5 µM | AID 651582;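 active = pattern-corrected inhibition of lipid staining of at least 50% with the nuclear-stain viability signal not falling by more than 50%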;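 also: 0% = DMSO wells and 100% = triacsin C control wells; some results filed as inactive read as strong as hits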
H9c2 TAG inh DAPI viability: further read-out of H9c2 TAG inh, marked with its call; DAPI nuclei signal change (viability), lower = more cytotoxic, %;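 whole-well DAPI fluorescence read on a plate reader as a viability signal; minus 50 percent equals half of cells still viable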
The depositor's hits bear a star. Only part of the results is shown; count on the stated rates, not on these rows.

entry | compound | H9c2 TAG inh | H9c2 TAG inh DAPI viability
1 | Cc1ccc(C(=O)Oc2cccc(NC(=O)c3ccccc3)c2)cc1C | 8 | 2
2 | COc1ccc(S(=O)(=O)Nc2ccc(C)cn2)cc1 | -5 | 3
3 | Cc1cc(Cl)ccc1C(=O)C1CCCN(C(=O)c2n[nH]c3c2CCCC3)C1 (centres undefined) | -15 | 17
4 | Cc1cccc(C)c1Cn1c(C)c(C(=O)NCc2ccccc2C(F)(F)F)sc1=O | 1 | 7
5 | COCCN(C(=O)CSc1nc(-c2ccccc2)cn1N)c1c(N)n(Cc2ccccc2)c(=O)[nH]c1=O | 6 | 1
6 | CS(=O)(=O)N(CC(=O)NCc1ccncc1)c1ccc(F)c(Cl)c1 | 12 | 2
7 | COc1cc(C2C(C#N)=C(N)N(Nc3ccccc3)C3=C2C(=O)CC(C)(C)C3)ccc1OCc1ccccc1 (centres undefined) | 8 | 8
8 | COc1ccc(C2(CNC(=O)c3ccc(N)cc3)CCCC2)cc1 | 9 | 0
9 | CCCn1c(=O)c2c(c3ccccc31)OC(C)C(=O)N2 (centres undefined) | 4 | -8
10 | O=S(=O)(c1ccc(NC(=S)NCc2ccco2)cc1)N1CCCCC1 | -7 | 8
11 | CCN(CC(=O)N1CCCCCC1)S(=O)(=O)c1ccc(Cl)cc1 | 3 | -16
12 | C=CCOc1ccc(/C(O)=C2\C(=O)C(=O)N(CCN(C)C)C2c2cccs2)cc1 (centres undefined) | 25 | -13
13 | O=C(COC(=O)c1nc(Cl)ccc1Cl)Nc1ccc2[nH]c(=O)[nH]c2c1 | 19 | -7
14 | CC(NC(=O)COC(=O)CNC(=O)c1ccccc1Cl)C1CC2CCC1C2 (centres undefined) | 13 | 0
15 | N#CC1=C2SCN(Cc3ccccc3)CN2C(=O)CC1c1ccccc1F (centres undefined) | 4 | -7
16 | Cc1ccccc1NC(=S)NC12CN3CN(CN(C3)C1)C2 | -2 | 1
17 | COc1ccc(C(CNC(=O)CNS(=O)(=O)c2ccc(NC(C)=O)cc2)N2CCOCC2)cc1 (centres undefined) | 10 | -6
18 | Cc1cc(NS(=O)(=O)c2ccc(NC(NC(=O)C(C(F)(F)F)C(F)(F)F)(C(F)(F)F)C(F)(F)F)cc2)no1 | -25 | 7
19 | CN1OC[C@@H]2CN[C@H](c3cccc(N4CCOCC4)c3)C[C@@H]21 | -9 | 13
20 | O=C(COC(=O)c1cc(S(=O)(=O)N2CCCC2)ccc1O)Nc1ccccc1Br | -16 | -9
21 | N#CC1=C(N)C(C#N)(C#N)[C@H](c2ccoc2)[C@H]2CN(Cc3ccccc3)CC=C12 | -60 | 5
22 | COc1ccc(Nc2nc(N)c([N+](=O)[O-])c(N3CCOCC3)n2)cc1 | 18 | -3
23 | O=C(Nc1ccncc1)c1ccc2c(c1)S(=O)(=O)c1ccccc1C2=O | -22 | 2
24 | COC(=O)c1ccc2c(=O)n(CCN3CCOCC3)c(SCC(=O)NCc3ccccc3)nc2c1 | -14 | -9
25 | CCOC(=O)C1(Cc2ccc(Cl)cc2)CCN(C(=O)c2cscn2)CC1 | 12 | -6
26 | O=C(Nc1ccccc1)c1ccc(NC2CCCCC2)c(S(=O)(=O)N2CCOCC2)c1 | 46 | -3
27 | COc1ccc(/C=N/Nc2nonc2N)cc1OC | -12 | 18
28 | CCc1nc2c(OCc3ccc(Cl)cc3Cl)cccn2c1N(C)C(=O)CC(C)C | 20 | -7
29 | CC1(C(=O)NS(=O)(=O)c2ccc(Br)cc2)CCN1C(=O)c1cccc(F)c1 (centres undefined) | 12 | 5
30 | COc1ccc(CCNC(=O)c2ccc(Cl)c(S(=O)(=O)N3CCCC3)c2)cc1 | -12 | 11
31 | CC(=O)Nc1ccc(NC(=O)CCc2nc3sc4c(c3c(=O)[nH]2)CCCC4)cc1 | -8 | -4
32 | Cc1cccc(NC(=O)Nc2ccc(C)c(C)c2)n1 | -16 | 3
33 | Cc1ccc(-c2csc3nc[nH]c(=O)c23)cc1 | -3 | -6
34 | CCN(CC(=O)Nc1c(F)cccc1F)C(=O)c1ccc2c(c1)OCO2 | -8 | 1
35 | COc1ccc(Oc2ncnc3c2ncn3Cc2ccccc2)cc1 | -16 | -2
36 | COC(c1ccccc1)c1nnc(CCC(=O)NC2CCCCC2)o1 (centres undefined) | -11 | 9
37 | COc1ccc(OCCC(=O)OCC(=O)NCCc2ccccc2)cc1 | -5 | -8
38 | CCN1CCN(C(=O)CS(=O)Cc2nc(-c3ccc(OC)cc3)oc2C)CC1 (centres undefined) | 10 | -1
39 | COc1ccc2c(c1)c(=O)oc1cc(OCC(=O)N3CCc4ccccc4C3)ccc12 | 6 | 2
40 | CCOC(=O)c1ccc(N2C(=O)CC(N3CCN(C/C=C/c4ccccc4)CC3)C2=O)cc1 (centres undefined) | -7 | 4
41 | Cc1cc(=O)oc2cc(Oc3ccc([N+](=O)[O-])cc3C(F)(F)F)ccc12 | 2 | -6
42 | Cc1ccc2c(c1)n([O-])c1c([n+]2=O)CCCC1 | -9 | 7
43 | CCNCC(=O)Nc1c(C)cccc1C | -1 | 6
44 | CN(C)CCCN(C(=O)c1ccc(S(=O)(=O)N2CCCC2)cc1)c1nc2c(F)cc(F)cc2s1 | 12 | 5
45 | Cc1ccc(Sc2nc3ccc(C)cn3c(=O)c2/C=N/O)cc1 | 22 | -4
46 | COc1ccccc1-n1c(SCC(=O)NCC2CCCO2)nc2c([nH]c3ccccc32)c1=O (centres undefined) | 0 | -13
47 | C=CCc1cccc(CNc2nc3ccccc3n2CC)c1O | -4 | -7
48 | Cc1ccnc(N/C=C(/NC(=O)c2ccccc2)C(=O)NN)n1 | -5 | 4
49 | Cc1sc2ncnc(N(C)Cc3ccco3)c2c1C | -3 | 9
50 | COC(=O)c1ccc(NC(=O)Cn2nc(SC)n(N)c2=S)cc1 | -6 | 5

Going on with the list:
entry | compound | H9c2 TAG inh | H9c2 TAG inh DAPI viability
51 | C=CCNc1nc(C(=O)OCC(=O)N(Cc2ccccc2)C(C)C)cs1 | -49 | 6
52 | CC(C)NC(=O)c1cc(-c2ccc(F)cc2OC(C)C)n[nH]1 | 16 | -1
53 | NC(=O)c1ccc(Cc2ncc(C(F)(F)F)cc2Cl)s1 | -1 | -7
54 | CC(NC(=O)c1ccc(S(=O)(=O)Nc2ccccc2Cl)cc1)c1ccncc1 (centres undefined) | -8 | 1
55 | CC(C)N1CCN(Cc2ccc(Sc3nncn3C)o2)CC1CCO (centres undefined) | 2 | 1
56 | O=C(OCc1cn([C@@H]2C[C@H](c3ccccc3)N(C(=O)C3CCCCC3)C[C@H]2O)nn1)c1ccccc1 | 1 | -4
57 | COCCOc1cc(-n2cccc2)c(Cl)cc1Cl | -3 | 3
58 | O=C1CS/C(=N/N=C/c2ccncc2)N1 | 0 | -3
59 | Cn1c(-c2csc(-c3cccc(C(F)(F)F)c3)n2)n[nH]c1=S | 2 | 1
60 | Cc1c(NS(=O)(=O)c2cc(Br)cc3c2N(C(=O)C2CC2)CC3)c(=O)n(-c2ccccc2)n1C | -1 | 8
61 | CC1=CC(c2ccccc2)n2nc(N3C(=O)c4ccccc4C3=O)nc2N1 (centres undefined) | -11 | -6
62 | Cn1c(=O)c2c(nc(Br)n2Cc2nnc(N)s2)n(C)c1=O | 6 | -1
63 | COc1ccc(C(=O)N2CCCCCC2)cc1OC1CCN(C(C)=O)CC1 | 10 | 2
64 | C[C@@H]1CN([C@H](C)CO)S(=O)(=O)c2ccc(Br)cc2O[C@H]1CN(C)C(=O)C1CC1 | -19 | 8
65 | COc1cc2c(C(=O)NCc3ccc(C)o3)cn(CC(C)C)c(=O)c2cc1OC | 6 | 0
66 | CC1(c2ccccc2)NC(=O)N(CC(=O)N2CCN(S(=O)(=O)c3cccs3)CC2)C1=O (centres undefined) | 0 | -1
67 | Cc1cc(C)n(-c2ccc(C(=O)Nc3cccnc3Cl)cc2)n1 | 6 | 0
68 | CCc1nnc(NC(=O)CSc2nc(-c3ccccc3)nc3ccccc23)s1 | 14 | 8
69 | Cc1cccc(N2CCN(C(=O)Cn3ccc4ccccc4c3=O)CC2)c1C | 22 | -18
70 | Cc1cccc(NC(=S)NC(C)(C)CC(C)(C)C)c1 | -13 | 1
71 | COc1cccc(NC(=O)N2CCCC2C(=O)Nc2ccc3c(c2)OCO3)c1 (centres undefined) | 14 | 0
72 | Cc1cc(NC(=O)c2cc(-c3cccnc3)nc3c(C)c(C)ccc23)no1 | 19 | 12
73 | Cc1cccc(C(=O)Nc2ccccc2N2CCN(c3ccc(F)cc3)CC2)c1 | -41 | 4
74 | COC(=O)C(C)Sc1nc2c([nH]c3ccccc32)c(=O)n1C (centres undefined) | 0 | 1
75 | COc1ccc([C@H]2C[C@@H](n3cc(C4CC4)nn3)[C@H](O)CN2C(=O)c2cccs2)cc1 | -10 | 4

Values by screen from the list.
Nos. 62 to 71 in H9c2 TAG inh DAPI viability read -1, 2, 8, 0, -1, 0, 8, -18, 1, 0

The list goes on.
| No. | Compound | H9c2 TAG inh | H9c2 TAG inh DAPI viability |
| --- | --- | --- | --- |
| 76 | CCOCCCN1CN(Cc2ccco2)CNC1=S | 3 | 3 |
| 77 | COc1cccc(-c2ncc3ccccc3c2COC(=O)c2cccc(Br)c2)c1 | -55 | 6 |
| 78 | Cc1[nH]nc2c1C1(CCN(Cc3ccccc3)CC1)C(C#N)=C(N)O2 | -1 | -10 |
| 79 | COc1cc(C2CC(=O)Oc3cc(C)c(Cl)c(C)c32)cc(OC)c1OC (centres undefined) | 8 | -11 |
| 80 | COc1ccc(S(=O)(=O)Nc2ccc(-n3cccc3)cc2)cc1 | 2 | -8 |
| 81 | CCCn1c(-c2ccccc2)nc2c(=O)n(C)c(=O)[nH]c21 | -1 | 12 |
| 82 | COc1c(Cl)cc(Cl)cc1C(=O)Nc1ccc(CN2CCCCC2)cc1 | -4 | 7 |
| 83 | O=C(CSc1nnnn1-c1cccc2c1CCCC2)NC1CCCC1 | -17 | 8 |
| 84 | Cc1ccc(C)c(NC(=O)COC(=O)c2nc(Cl)ccc2Cl)c1 | -23 | 5 |
| 85 | CCCOc1ccccc1C(=O)NC(CO)C(=O)O (centres undefined) | 20 | -3 |
| 86 | CC1Cc2nc(SCC(=O)NCC3CCCO3)n(-c3ccc(F)cc3)c(=O)c2S1 (centres undefined) | 5 | 2 |
| 87 | O=C(C1COc2ccccc2O1)N1CCOCC1 (centres undefined) | 0 | -5 |
| 88 | OC(c1cc(C(F)(F)F)nc2c(C(F)(F)F)cccc12)C1CCCCN1 (centres undefined) | 116 | -83 |
| 89 | COc1ccc(N2CCN(C3CCCN(C(=O)C4=C(C)OCCO4)C3)CC2)cc1 (centres undefined) | -2 | -4 |
| 90 | CC(C)CNC(=S)NNC(=O)c1nn(C)cc1Cl | 11 | -13 |
| 91 | O=S(=O)(c1ccccc1)C1CC1(c1ccccc1)c1ccccc1 (centres undefined) | -16 | 1 |
| 92 | Cc1ccc(S(=O)(=O)CCC(=O)Nc2nccs2)cc1 | 12 | 7 |
| 93 | CC(C)(C)c1ccc(C(=O)NCc2nnc(SCC(=O)N3CCCC3)o2)cc1 | 24 | -14 |
| 94 | CCCN(C(=O)c1ccc(OCC(C)C)cc1)c1c(N)n(Cc2ccccc2)c(=O)[nH]c1=O | -5 | 0 |
| 95 | COC(=O)CCCC1=CC2=CC(=O)C(C)(OC(=O)c3cccs3)C(=O)C2=CN1c1ccc(OC)cc1 (centres undefined) | -4 | -3 |
| 96 | CCN(CC)CCOC(=O)c1ccc(NC(=O)C2(c3ccccc3)CCCC2)cc1 | 16 | -5 |
| 97 | COc1ccc(CN(C)CC(=O)NC(=O)Nc2ccccc2F)cc1 | -7 | -5 |

Ordered by number of heavy atoms (ascending): 3 of the compounds above.
| No. | Compound | H9c2 TAG inh | H9c2 TAG inh DAPI viability |
| --- | --- | --- | --- |
| 33 | Cc1ccc(-c2csc3nc[nH]c(=O)c23)cc1 | -3 | -6 |
| 68 | CCc1nnc(NC(=O)CSc2nc(-c3ccccc3)nc3ccccc23)s1 | 14 | 8 |
| 60 | Cc1c(NS(=O)(=O)c2cc(Br)cc3c2N(C(=O)C2CC2)CC3)c(=O)n(-c2ccccc2)n1C | -1 | 8 |

Filtered by structure: those above with a Cl atom
| No. | Compound | H9c2 TAG inh | H9c2 TAG inh DAPI viability |
| --- | --- | --- | --- |
| 3 | Cc1cc(Cl)ccc1C(=O)C1CCCN(C(=O)c2n[nH]c3c2CCCC3)C1 (centres undefined) | -15 | 17 |
| 6 | CS(=O)(=O)N(CC(=O)NCc1ccncc1)c1ccc(F)c(Cl)c1 | 12 | 2 |
| 11 | CCN(CC(=O)N1CCCCCC1)S(=O)(=O)c1ccc(Cl)cc1 | 3 | -16 |
| 13 | O=C(COC(=O)c1nc(Cl)ccc1Cl)Nc1ccc2[nH]c(=O)[nH]c2c1 | 19 | -7 |
| 14 | CC(NC(=O)COC(=O)CNC(=O)c1ccccc1Cl)C1CC2CCC1C2 (centres undefined) | 13 | 0 |
| 25 | CCOC(=O)C1(Cc2ccc(Cl)cc2)CCN(C(=O)c2cscn2)CC1 | 12 | -6 |
| 28 | CCc1nc2c(OCc3ccc(Cl)cc3Cl)cccn2c1N(C)C(=O)CC(C)C | 20 | -7 |
| 30 | COc1ccc(CCNC(=O)c2ccc(Cl)c(S(=O)(=O)N3CCCC3)c2)cc1 | -12 | 11 |
| 53 | NC(=O)c1ccc(Cc2ncc(C(F)(F)F)cc2Cl)s1 | -1 | -7 |
| 54 | CC(NC(=O)c1ccc(S(=O)(=O)Nc2ccccc2Cl)cc1)c1ccncc1 (centres undefined) | -8 | 1 |
| 57 | COCCOc1cc(-n2cccc2)c(Cl)cc1Cl | -3 | 3 |
| 67 | Cc1cc(C)n(-c2ccc(C(=O)Nc3cccnc3Cl)cc2)n1 | 6 | 0 |
| 79 | COc1cc(C2CC(=O)Oc3cc(C)c(Cl)c(C)c32)cc(OC)c1OC (centres undefined) | 8 | -11 |
| 82 | COc1c(Cl)cc(Cl)cc1C(=O)Nc1ccc(CN2CCCCC2)cc1 | -4 | 7 |
| 84 | Cc1ccc(C)c(NC(=O)COC(=O)c2nc(Cl)ccc2Cl)c1 | -23 | 5 |
| 90 | CC(C)CNC(=S)NNC(=O)c1nn(C)cc1Cl | 11 | -13 |
